Source: PubChem (The Scripps Research Institute Molecular Screening Center)
FBW7 activator: activators of human E3 ligase FBW7. AlphaScreen FBW7–phospho-cyclin E peptide binding, activator screen. 0.13% of 650,000 active. AID 1259310. Q969H0. normalized activity (activation), % at 26.1 µM; in the data active = normalized activity above about 1.9%;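 also: purified mutant Fbw7 with reduced substrate affinity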
GPR151 activ: human GPR151 activation; Q8TDV0; PathHunter beta-arrestin GPR151 cells, luminescence; activation, % at 11.2 µM; 1% of 650,000 active; AID 1508602; in the data active = activation above about 4.9%;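 also: 0% = median of compound wells and 100% = cells with positive control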
Target sequence (Q8TDV0 whole entry, looked up): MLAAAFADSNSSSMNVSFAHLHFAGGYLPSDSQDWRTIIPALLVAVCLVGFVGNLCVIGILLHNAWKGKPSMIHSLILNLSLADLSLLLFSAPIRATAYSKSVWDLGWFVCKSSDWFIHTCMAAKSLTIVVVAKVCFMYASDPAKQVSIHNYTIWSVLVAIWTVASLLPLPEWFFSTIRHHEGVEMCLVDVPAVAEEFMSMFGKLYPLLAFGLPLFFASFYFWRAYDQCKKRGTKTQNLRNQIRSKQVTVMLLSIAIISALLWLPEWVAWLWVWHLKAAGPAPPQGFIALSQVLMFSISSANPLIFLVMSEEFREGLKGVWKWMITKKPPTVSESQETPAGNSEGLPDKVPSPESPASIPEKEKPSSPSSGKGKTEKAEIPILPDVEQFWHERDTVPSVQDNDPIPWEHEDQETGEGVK
TEAD-YAP block: TEAD-YAP interaction inhibition; inhibition, % at 9.12 µM; 1.4% of 640,000 active; HEK-TIYL cells, TEAD-Gal4/YAP UAS-luciferase luminescence; in the data active = inhibition above about 32%;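 also: 0% = median of test compound wells and 100% = reference inhibitor wells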
MITF inh: blocks human microphthalmia-associated transcription factor; AID 1259374; AlphaScreen MITF homodimerization, bead proximity signal; inhibition, % at 2.6 µM; 0.91% of 650,000 active; O75030; in the data active = inhibition above about 50%;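 also: 0% = vehicle wells with protein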
Target sequence (O75030 whole entry, looked up): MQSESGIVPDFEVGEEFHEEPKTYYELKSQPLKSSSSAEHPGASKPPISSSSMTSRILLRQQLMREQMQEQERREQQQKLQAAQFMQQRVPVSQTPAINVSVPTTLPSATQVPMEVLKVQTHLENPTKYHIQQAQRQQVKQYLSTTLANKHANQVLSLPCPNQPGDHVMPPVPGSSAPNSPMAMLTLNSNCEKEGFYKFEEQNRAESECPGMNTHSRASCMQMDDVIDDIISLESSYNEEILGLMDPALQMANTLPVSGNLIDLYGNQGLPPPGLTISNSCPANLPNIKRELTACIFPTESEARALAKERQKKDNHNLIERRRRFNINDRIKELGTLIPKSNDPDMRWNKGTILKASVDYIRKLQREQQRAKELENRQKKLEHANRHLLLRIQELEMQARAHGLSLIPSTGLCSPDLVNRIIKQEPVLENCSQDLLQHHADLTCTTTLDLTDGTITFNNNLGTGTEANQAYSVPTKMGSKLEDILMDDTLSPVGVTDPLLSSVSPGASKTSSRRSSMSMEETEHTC
The depositor's hits bear a star.

Preview, six compounds:
SMILES	FBW7 activator	GPR151 activ	TEAD-YAP block	MITF inh
COc1ccc(/C=c2\sc3n(c2=O)CN(c2cccc([N+](=O)[O-])c2)CN=3)cc1OC	0.5	4.0	6	14
COc1cccc(N2CCN(c3nc(-c4ccccc4)nc4ccccc34)CC2)c1	-0.1	-1.2	-1	9
CCOc1ccc(C2CC(c3ccc(C)cc3)n3ncnc3N2)cc1 (centres undefined)	0.3	-1.0	20	3
Cc1ccc(CNC(=O)c2cnn3c(C)c(Cc4cc(C)ccc4C)c(C)nc23)cc1	0.2	1.3	1	1
O=C(O)c1ccc2c(c1)N(Cc1ccccc1)C(=O)c1ccccc1S2=O (centres undefined)	0.1	-0.1	-5	-12
COc1ccc(-c2cnn3c(NCCCN4CCOCC4)ccnc23)cc1OC	-0.1	-0.8	-26	-7

The whole of this part, from the first entry:
SMILES	FBW7 activator	GPR151 activ	TEAD-YAP block	MITF inh
COc1ccc(/C=c2\sc3n(c2=O)CN(c2cccc([N+](=O)[O-])c2)CN=3)cc1OC	0.5	4.0	6	14
COc1cccc(N2CCN(c3nc(-c4ccccc4)nc4ccccc34)CC2)c1	-0.1	-1.2	-1	9
CCOc1ccc(C2CC(c3ccc(C)cc3)n3ncnc3N2)cc1 (centres undefined)	0.3	-1.0	20	3
Cc1ccc(CNC(=O)c2cnn3c(C)c(Cc4cc(C)ccc4C)c(C)nc23)cc1	0.2	1.3	1	1
O=C(O)c1ccc2c(c1)N(Cc1ccccc1)C(=O)c1ccccc1S2=O (centres undefined)	0.1	-0.1	-5	-12
COc1ccc(-c2cnn3c(NCCCN4CCOCC4)ccnc23)cc1OC	-0.1	-0.8	-26	-7
Cc1cccc(NC(=O)Nc2nnc(C)s2)c1	0.1	0.3	-21	10
Cc1nnc(SCC(=O)N2CCc3ccccc3C2)[nH]c1=O	-0.1	10*	-10	-14
Cc1cccc(CN(c2cc(C)ccc2C)S(C)(=O)=O)c1	-0.1	-0.2	-7	-8
NC(Cc1ccc(C(F)(F)F)cc1)C(=O)O (centres undefined)	-0.1	1.4	3	1
COc1ccc(C(=O)NNC(=O)CSc2ncn[nH]2)cc1	-0.1	11*	2	15
CC(C)=C1C2C=CC1C1C(=O)N(c3ccc(I)cc3)C(=O)C21 (centres undefined)	0.0	3.0	2	4
CCCn1c(N)nc2c1c(=O)[nH]c(=O)n2C	0.0	1.0	-3	-6
O=c1nc2n(c3sc4c(c13)CCC4)Cc1ccccc1-2	0.1	1.6	-25	-7
COc1ccc(C(=O)Nc2ccc(C)cc2C)cc1[N+](=O)[O-]	-0.1	-1.1	1	1
COc1ccc(-c2cc(C(F)(F)F)nc(-n3ccnc3C)n2)cc1	0.0	-0.1	6	4
COc1ccc(-c2nc3ccccc3c(C(=O)Nc3ccccc3C)c2C)cc1	-0.1	-0.3	8	11
Cc1ccc(C2NC(=O)c3sc(=S)n(-c4ccccc4)c3N2)cc1 (centres undefined)	-0.2	-0.8	17	-12
O=C(Nc1ccccc1Cl)/C(=C/c1cccc([N+](=O)[O-])c1)NC(=O)c1cccc(Cl)c1	0.1	1.4	1	-10
Cc1ccc(Cl)cc1NC(=O)CSc1ncccc1C(=O)O	0.0	-0.5	-10	17
COc1ccc(C(=O)COC(=O)c2nccnc2N)cc1	0.0	-0.6	-72	-6
OC(CNC(=S)Nc1ccccc1)c1ccccc1 (centres undefined)	0.2	0.6	-46	8
N#C/C(=C\c1ccccc1)C(=O)Nc1ccc(S(=O)(=O)Nc2nccs2)cc1	1.1	-0.8	0	19
Cc1cc(O)c(C(c2cccc(F)c2)N2CCN(C)CC2)c(=O)n1Cc1ccccn1 (centres undefined)	-0.2	0.2	-5	-10
CCC[C@@H]1NC(=O)[C@@H]2C[C@H](NCc3ccccc3F)CN2C1=O	0.1	1.2	0	-10
CC1CCN(S(=O)(=O)c2ccc(NC(=O)C3CCCCC3C(=O)O)cc2)CC1 (centres undefined)	0.1	1.2	17	10
Cc1ccc(OCCCOc2ccc(C=O)cc2)cc1	0.2	-0.5	-3	-7
c1nc(N2CCCCC2)c2sc3nc(N4CCOCC4)c4c(c3c2n1)CCC4	0.1	-0.5	4	2
C=CCn1c(SCC(=O)OCC)nc2sc3c(c2c1=O)CC(C)(C)OC3	0.0	0.3	4	-1
COc1cccc(OC)c1NC(=O)NC(=O)c1c(OC)c(Cl)cc([N+](=O)[O-])c1OC	-0.4	3.1	1	-1
CCOCCCNS(=O)(=O)c1cc(Br)cc2c1N(C(C)=O)CC2	0.2	-0.3	-7	13
CCc1nnc(NC(=O)C(=O)Nc2ccc3nc4n(c(=O)c3c2)CCCCC4)s1	0.5	0.6	0	15
CCN1CCN(C(=O)CNC(=O)c2nn(-c3ccc(OC)cc3OC)c(=O)c3ccccc23)CC1	0.1	1.0	-3	17
Cc1ccc(Cn2c(Cl)nc3c2c(=O)n(C)c(=O)n3C)cc1	0.0	-0.5	3	18
O=C(N/N=C/c1ccc(O)c2ncccc12)c1ccco1	-0.3	1.1	-33	104*
CCCCCNC(=O)CCn1c(=O)[nH]c2cc(OCC)c(OCC)cc2c1=O	0.6	-0.3	5	6
O=C(c1ccccc1Br)N1N=C(c2c(-c3ccccc3)c3cc(Br)ccc3[nH]c2=O)CC1/C=C/c1ccccc1 (centres undefined)	0.0	-0.2	2	1
O=C(C[n+]1ccccc1)c1cccc2ccccc12	0.0	-1.7	0	6
O=C(O)c1ccc2c(c1)N(Cc1ccccc1Cl)C(=O)CS2	0.1	-1.0	7	9
COCCNC(=O)c1ccc2c(=O)n(Cc3ccco3)c(SCc3cccnc3)nc2c1	0.0	-0.6	14	7
COc1ccc(CN2CCCC(C(=O)Nc3c(C)cccc3C)C2)cc1OC (centres undefined)	0.0	1.3	-2	9
CC1CN(CC(O)COc2ccc(C(C)(C)C)cc2)CC(C)O1 (centres undefined)	0.1	-0.7	-3	12
Cc1ccc(/C=N/c2sc(C)c(C)c2C#N)s1	-0.1	1.9	3	11
O=C(CN1C(=O)c2ccccc2C1=O)Nc1ccccc1-c1nc2ccccc2s1	0.0	-1.7	2	16
CCCn1nnc(NC(=O)c2cc(Br)ccc2OC)n1	0.1	0.8	3	4
O=c1[nH]c(Cc2ccccc2Cl)nc2c1nnn2Cn1nnc(-c2ccccc2)n1	0.2	1.0	-3	3
S=c1[nH]ncc2ccccc12	0.0	-2.3	-4	-8
CC(C)N(CCC#N)S(=O)(=O)c1ccccc1[N+](=O)[O-]	0.0	1.0	4	2
Cc1ccc(C2C(=O)N(C3CCCC(C)C3C)CC(=O)N2CCc2ccccc2)cc1 (centres undefined)	0.3	-1.3	-11	20
COCCNC(=O)C(=O)NCCCO	0.4	3.2	0	5
COc1ccc(OC)c(-n2c(CNC(=O)c3ccc(S(=O)(=O)N(C)C)cc3)nnc2SCC(=O)Nc2cc(C)ccc2C)c1	-0.1	-2.6	-18	-9
Cc1cn2c3c(=O)n(CC(N)=O)c(=O)n(C)c3nc2n1Cc1ccccc1	0.0	-0.8	-6	-14
O=c1[nH]c(CSC2=NCCS2)nc2ccccc12	-0.1	0.0	-29	5
O=C(CNC(=O)c1ccc2c(c1)OCO2)N/N=C/c1cc(Br)ccc1O	-0.1	-0.2	-4	11
Cc1ccc(OCC(=O)NS(=O)(=O)c2ccc(Br)cc2)cc1	0.1	-2.4	4	21
COC(=O)c1ccc2nc(Nc3nc4ccc(OC)cc4s3)sc2c1	0.1	0.9	49*	-3
CCOc1ccc(NS(=O)(=O)c2ccc(F)cc2)cc1	0.8	0.5	-13	18
CN(C)S(=O)(=O)c1ccc(S(=O)(=O)N2CCCC2C(=O)NC2CCCCC2)cc1 (centres undefined)	0.1	-0.3	10	21
CC(C)c1ccc(OCC(O)CN2CCN(CCO)CC2)cc1 (centres undefined)	0.8	4.4	-3	19
CC(C)Oc1ccc(-c2nn(-c3ccccc3)cc2/C=c2\sc3nc(-c4cccs4)nn3c2=O)cc1	-0.1	0.7	-1	-20

3 successive entries already listed:
SMILES	FBW7 activator	GPR151 activ	TEAD-YAP block	MITF inh
Cc1ccc(C2C(=O)N(C3CCCC(C)C3C)CC(=O)N2CCc2ccccc2)cc1 (centres undefined)	0.3	-1.3	-11	20
COCCNC(=O)C(=O)NCCCO	0.4	3.2	0	5
COc1ccc(OC)c(-n2c(CNC(=O)c3ccc(S(=O)(=O)N(C)C)cc3)nnc2SCC(=O)Nc2cc(C)ccc2C)c1	-0.1	-2.6	-18	-9

Full records as entered above.
`CCc1nnc(NC(=O)C(=O)Nc2ccc3nc4n(c(=O)c3c2)CCCCC4)s1` across the screens: FBW7 activator = 0.5; GPR151 activ = 0.6; TEAD-YAP block = 0; MITF inh = 15
`O=C(N/N=C/c1ccc(O)c2ncccc12)c1ccco1` across the screens: FBW7 activator = -0.3; GPR151 activ = 1.1; TEAD-YAP block = -33; MITF inh = 104*

Next section:
SMILES	FBW7 activator	GPR151 activ	TEAD-YAP block	MITF inh
O=C(Nc1ccc(Br)cc1)c1cccnc1N1CCCCC1	-0.1	2.7	4	-1
NC(=O)c1ccc(-c2cccc(C(=O)NCc3cccc(C(F)(F)F)c3)c2)cc1	-0.1	1.8	13	-3
COc1cccc(-c2nc(C3CCCN3C(=O)CC(C)CC(=O)O)n3ccccc23)c1 (centres undefined)	-0.5	0.1	-6	-11
COc1cccc(/C=C2\SC(=S)N(CCC(=O)O)C2=O)c1O	0.0	1.1	14	6
O=C1OC(c2ccc(-c3ccccc3)cc2)=N/C1=C\c1cccc(Cl)c1	-0.1	0.5	1	11
COCCCNC(=O)CCc1nc2cccnc2n1Cc1ccccc1	-0.6	0.4	16	-2
O=C(NC(=S)N1CCCCC1)C1=COCCO1	0.0	2.2	-7	11
COc1ccc(C(=O)Nc2cccc(C(C)=O)c2)cc1	0.1	1.8	-25	12
CC(=O)Nc1ccc(NC(=O)CSc2ccc(F)cc2)cc1	0.0	1.4	-23	6
COc1ccc(NC(=O)c2cc(S(=O)(=O)N3CCC(C)CC3)ccc2F)cc1	0.0	0.8	-2	7
Cc1ccc(SCCNCCO)c(C)c1	-0.1	2.5	6	24
CCN(CC)CC#CC(C)(O)C(C)(C)C (centres undefined)	0.3	-0.8	9	-17
COc1cc(/C=c2\sc3nc(=O)c(-c4ccccc4)nn3c2=O)cc(OC)c1OC	0.0	0.8	-14	-3
COC(=O)[C@@H]1CCCN1C(=O)CC1(c2ccccc2)CC(=O)N(Cc2cccnc2)C1=O (some centres undefined)	-0.1	1.0	13	9
c1ccc(C(Nc2cccc3cccnc23)(c2ccccc2)c2ccccc2)cc1	0.2	-0.4	-11	5
CCOC(=O)c1ccc2c(c1)C(=O)N(c1ccc3c(c1)oc1ccccc13)C2=O	0.4	0.1	-5	23
COC(=O)c1nnn(CC(=O)Nc2ccccc2Cl)c1C(=O)OC	0.1	-0.7	4	-3
Cn1c(=O)c2c(nc(N3CCOCC3)n2CCCN)n(C)c1=O	0.1	-0.8	9	18
Cc1ccc(C2CC(c3cccc(Cl)c3)n3nnnc3N2)cc1C (centres undefined)	0.7	-1.5	-5	25
Cc1ccccc1-c1ccc(C(=O)O)c(Cl)n1	-0.1	0.4	9	7
O=C(Cc1cn(-c2ccc(Nc3ccc(N4CCOCC4)cc3)nn2)c2ccccc12)NC1CCN(Cc2ccccc2)CC1	-0.1	0.8	11	40
O=C(Oc1ccccc1C(=O)N1CCOCC1)c1ccc(F)cc1	0.0	0.4	2	-7
COCCNC(=O)CSc1nc2nc(C)cc(C)n2n1	0.0	0.0	-10	3
Cc1ccccc1N=Cc1cccc([N+](=O)[O-])c1O	0.5	-0.8	1	1
O=c1c2ccccc2c(=O)n(Cc2ccccc2)n1Cc1ccccc1	0.0	-0.7	0	5
Cn1nccc1Nc1nc(C(=O)NCCOc2ccccc2)cs1	-0.1	-0.4	-26	0
Cc1n[nH]c(C)c1S(=O)(=O)N1CCCC(C(=O)c2cccc(C(F)(F)F)c2)C1 (centres undefined)	0.0	0.6	2	-4
COc1ccc(C2CC(O)=C(C#N)c3nc4ccccc4n32)cc1 (centres undefined)	0.8	-2.0	5	16
CCOC(=O)C1(C)C(=O)OC(c2ccc(Cl)cc2Cl)C(C)(C)C1=O (centres undefined)	-0.1	0.8	-3	-13
CCCCN(C)C(=O)C1c2ccccc2C(=O)N2CCc3ccccc3C12 (centres undefined)	0.1	-0.1	6	-4
C=CCN(c1ccc(C(=O)NC)cc1)S(C)(=O)=O	0.0	-0.8	-6	-12
CCOC(=O)c1cccc(NC(=O)c2ccc3ccccc3c2OC)c1	0.0	-0.1	-25	-13
Cc1cc(C(=O)N/N=C2\CC(=O)CC(C)(C)C2)c(C)n1-c1ccc(F)cc1	0.3	-0.3	5	4
CC(NC(=O)c1ccc(N2CCC(NCCN3CCCCC3)CC2)cc1)c1ccccc1 (centres undefined)	-0.4	-1.1	-2	-19
CC1CCC2C(=O)N(c3cccc(C(=O)OC(C)C(=O)c4ccccc4)c3)C(=O)C2C1 (centres undefined)	-0.3	-1.0	-4	0
CCC(C)NC(=O)CSc1nc2ccsc2c(=O)n1Cc1ccccc1Cl (centres undefined)	-0.1	0.7	-11	6
Cn1cc(CN2CCC(CO)(Cc3ccccc3C(F)(F)F)CC2)cn1	-0.1	-1.4	-3	11
COc1ccc(C2=NN3C(C2)c2ccccc2OC3c2ccc(OC(C)C)cc2)cc1 (centres undefined)	-0.1	-0.4	-60	4
CCOC(=O)c1cccc(NC(=O)CCCc2ccccc2)c1	0.0	2.6	-35	4
N[C@@H](Cc1ccccc1)c1nc2ccc(-c3cn[nH]c3)cc2c(=O)[nH]1	-0.8	4.3	75*	14
O=C(CN1C(=O)c2ccccc2C1=O)N1CCOCCOCCOCCOCC1	-0.1	0.1	-1	10
Cc1cc(C)cc(NC(=O)/C(C#N)=C\c2cc3c(cc2[N+](=O)[O-])OCO3)c1	-0.2	2.2	-6	11
